miR-122 sensor = miR-122 Renilla sensor signal increase in Huh7, primary screen, miR-122 inhibitor project, cell-based, single point, plate reader. Huh7 miR-122 Renilla luciferase sensor, 48 h; neutral wells = 0, positive control = 100. activation (reporter increase), % at 12.5 µM. 340,000 tested, 0.3% active;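 active = mean replicate activation score at least 90 and every replicate individually at or above 90; inconclusive = only one of the two criteria met; inactive = neither criterion met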;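 also: higher luciferase means less miR-122 activity so hits act as miR-122 inhibitors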
FN deposit inh = inhibitors of fibronectin matrix deposition, primary screen, AH1F cells, Alexa488-fibronectin fluorescence, plate reader | AID 743247, 2014 | AH1F fibroblasts, overnight | 350,000 tested, 0.086% active | inhibition, % at 12.6 µM;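 active = mean inhibition across replicates of 30% or more, regardless of how many single replicates reach that level; inconclusive = mean under 30% yet at least half of replicates reach 30%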;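 also: positive control wells lacked labelled fibronectin entirely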
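Material – AH1F fibroblast monolayer, labelled fibronectin deposition · Reagent – labelled fibronectin 24 nM · Timing – 1 h adhesion, overnight exposure · Measured by – fluorescence at 485 nm excitation, 525 nm emission · Read-out – inhibition of fibronectin deposition signal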
PGC1a acetyl inh = inhibitors of PGC1a acetylation signal, primary screen, cell-based, U2OS, AlphaScreen, inhibitor mode; inhibition, % at 15.6 µM; 350,000 tested, 0.17% active; AID 651687, 2012; AlphaScreen anti-acetyl-lysine; with virally co-expressed GCN5 acetyltransferase;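 active = every replicate shows inhibition of at least 40%; inconclusive = mean inhibition at least 40% but some replicate below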;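 also: 0% = neutral control wells and 100% = positive control wells; some results beyond the cut were filed as inactive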
Statin myotox sup = suppressors of statin myotoxicity in C2C12 myotubes, primary screen, cell-based, single point, plate reader. rescue of ATP level, % at 7.49 µM. C2C12 myotubes + simvastatin, ATP luminescence, 48 h; scaled: DMSO 0, geranylgeraniol control 100. 330,000 tested, 0.78% active. AID 602340, 2012;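 active = mean ATP rescue above about 67%, or every replicate alone reaching that limit, limit read from the data, passing the limit was not always enough; inconclusive = no clear call, values can overlap the other calls; inactive = mean under the limit and some replicate under it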;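 also: myotubes were challenged with 10 µM simvastatin during compound exposure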
PglD DTNB = C. jejuni PglD acetyltransferase inhibitors, primary screen, biochemical, DTNB colorimetric, single point; UDP-N-acetylbacillosamine N-acetyltransferase PglD (Campylobacter jejuni); purified PglD enzyme, DTNB colorimetric CoA detection; inhibition, % at 12.5 µM; 360,000 tested, 0.098% active; AID 602405, 2012; in the data active = inhibition above about 16%, passing the limit was not always enough; inconclusive = no clear call, values can overlap the other calls; also: strong numbers were not always called active
Cneo AK release = Cryptococcus neoformans cell lysis inducers, primary screen, AK release luminescence, single concentration. C. neoformans lysis, adenylate kinase release luminescence, 4 h; normalised: neutral wells 0, clomiphene wells 100. lysis activity, % at 15 µM. 360,000 tested, 0.2% active. AID 651654, 2012;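 active = mean lysis activity across replicates of at least 80%, whatever share of replicates individually reach that level; inactive = mean lysis activity below 80%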
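Assay system: Cryptococcus neoformans yeast cells / Dosing: single-point compound dose / Timing: 4 h at 37 °C static, read 1 h later / Measured by: luminescence of released adenylate kinase using an AK detection reagent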
CFTR F508del cor = F508del CFTR correction, initial screen, CFBE line, single point. CFBE cells, YFP halide quenching; stimulated with forskolin plus potentiator P3; % fluorescence drop versus neutral controls. activity (quench increase), % at 7.58 µM. 350,000 tested, 0.36% active;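 active = mean added fluorescence quench of at least 8% versus neutral control, with both replicates also reaching 8%; inconclusive = only one of the mean or replicate conditions met; inactive = mean below 8% and not both replicates reaching 8%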;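 also: cells transiently co-express mutant CFTR-F508del with the halide-sensitive YFP; corrector assay measuring rescue of mutant channel to the surface after 24 h compound exposure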
INS-1E GSIS act = GLuc luminescence reporter in INS-1E cells, primary screen for activators of glucose-dependent secretion of insulin. INS-1E GLuc reporter insulin secretion, 2-3 h. 370,000 tested, 0.61% active. activation, % at 16.6 µM;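 active = lowest replicate activation of at least 40%, so every replicate reaches that level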;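 also: 0% = median of neutral control wells and 100% = median of IBMX positive control wells; some compounds called inactive have numbers as strong as hits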
Numbers without * were called inactive; [ ] = another dose, or the depositor's remark.

Results for NC(Cc1ccccc1)c1csc(Nc2cc(Oc3ccccc3)ncn2)n1 (stereo not drawn) ?
miR-122 sensor: -22.4; FN deposit inh: 22.1; PGC1a acetyl inh: -3.5; Statin myotox sup: 2.8; PglD DTNB: -2.4; Cneo AK release: 0.8; CFTR F508del cor: 2.7; INS-1E GSIS act: -24.7

Results for O=C(CCCCn1ccc(=O)[nH]c1=O)Nc1ccc(O)c(C(=O)O)c1 ?
miR-122 sensor: -0.2; FN deposit inh: -9.0; PGC1a acetyl inh: 15.3; Statin myotox sup: 5.0; PglD DTNB: 2.9; Cneo AK release: 4.2; CFTR F508del cor: 0.5

What do the screens show for `O=C(C[C@@H]1CC[C@H]2[C@@H](COC[C@@H](O)CN2Cc2ccc(Oc3ccccc3)cc2)O1)Nc1nccs1`?
miR-122 sensor: -13.5[16.7 µM]; FN deposit inh: 2.6; PGC1a acetyl inh: -3.0; Statin myotox sup: 100.0*; PglD DTNB: -1.9; Cneo AK release: 2.1; CFTR F508del cor: 2.4; INS-1E GSIS act: -15.2

Results for O=C(O)CCCCCN1C(=O)/C(=C/c2ccncc2)SC1=S ?
miR-122 sensor: -1.9; PGC1a acetyl inh: -8.5; PglD DTNB: 3.4; Cneo AK release: -2.5; INS-1E GSIS act: -4.3

Results for COCCn1c(C)cc(C(=O)COC(=O)c2ccc(-n3nc(C)cc3C)cc2)c1C ?
miR-122 sensor: -1.4; FN deposit inh: -9.9; PGC1a acetyl inh: 5.1; Statin myotox sup: -4.5; PglD DTNB: -0.3; Cneo AK release: 1.3; INS-1E GSIS act: 30.4

How did CC(C)NC(=O)N(C)C[C@H]1OCCCC[C@@H](C)Oc2ccc(NC(=O)Cc3ccccc3)cc2C(=O)N([C@@H](C)CO)C[C@H]1C do in these assays?
miR-122 sensor: 0.1[16.7 µM]; FN deposit inh: -2.0; PGC1a acetyl inh: inconclusive; PglD DTNB: -0.1; Cneo AK release: 1.5; CFTR F508del cor: -1.4; INS-1E GSIS act: -10.0

What do the screens show for `COc1ccccc1CNC(=O)C(=O)NCC1OCCN1C(=O)c1ccc(Cl)cc1` (stereo not drawn)?
miR-122 sensor: 0.7; FN deposit inh: 3.4; PGC1a acetyl inh: -2.2; Statin myotox sup: 3.5; PglD DTNB: -3.6; Cneo AK release: -0.8; CFTR F508del cor: -0.9; INS-1E GSIS act: 32.0

Results for CCCCNS(=O)(=O)c1ccc(NC(=O)c2c(-c3ccccc3Cl)noc2C)cc1 ?
miR-122 sensor: 12.7; PGC1a acetyl inh: -8.3; Statin myotox sup: 1.1; PglD DTNB: -7.7; Cneo AK release: 8.9

Results for O=C(Cc1ccc(Nc2nc3ccc(Br)cc3[nH]2)cc1)NCCc1cccs1 ?
FN deposit inh: -1.7; Statin myotox sup: -9.3; PglD DTNB: 3.2; Cneo AK release: 0.2; CFTR F508del cor: 2.5; INS-1E GSIS act: 12.4

What do the screens show for `Cc1ccccc1NC(=O)c1ccc(C)c(S(=O)(=O)NCc2cccnc2)c1`?
miR-122 sensor: -0.6; FN deposit inh: 10.4; PGC1a acetyl inh: -4.6; Statin myotox sup: 0.4; PglD DTNB: -6.3; Cneo AK release: 0.3; CFTR F508del cor: -1.5; INS-1E GSIS act: 12.2

How did CN/C(=C\[N+](=O)[O-])NCCSCc1csc(CN(C)C)n1 do in these assays?
miR-122 sensor: -1.4; FN deposit inh: -3.4; PGC1a acetyl inh: -13.0; Statin myotox sup: 0.9; PglD DTNB: 2.3; Cneo AK release: -2.5; CFTR F508del cor: 2.0; INS-1E GSIS act: -5.3

How did C[C@H](CO)N1C[C@H](C)[C@H](CN(C)S(=O)(=O)c2ccccc2)OCCCC[C@H](C)Oc2ccc(NC(=O)CCCN(C)C)cc2C1=O do in these assays?
miR-122 sensor: 3.3[16.7 µM]; FN deposit inh: 3.1; PGC1a acetyl inh: -3.6; PglD DTNB: -1.2; Cneo AK release: 0.4; CFTR F508del cor: 1.2; INS-1E GSIS act: -7.3

How did COc1cc(OC)c(OC)cc1C#N do in these assays?
miR-122 sensor: -1.1; PGC1a acetyl inh: -0.1; Statin myotox sup: 3.7; PglD DTNB: 2.6; Cneo AK release: -0.5; CFTR F508del cor: -5.0; INS-1E GSIS act: -4.3

How did COc1cc(-c2nnc(SC/C=C/c3ccccc3)n2N)cc(OC)c1OC do in these assays?
miR-122 sensor: 5.1; FN deposit inh: 3.5; PGC1a acetyl inh: 6.5; Statin myotox sup: -3.6; PglD DTNB: -0.5; Cneo AK release: -2.1

Results for Nc1nc2c(-c3ccc(Br)cc3)nnn2c2ccccc12 ?
FN deposit inh: 0.5; Statin myotox sup: -27.0; PglD DTNB: -4.7; Cneo AK release: -3.4; CFTR F508del cor: 1.5; INS-1E GSIS act: -13.5

What do the screens show for `O=C1C=C(c2cccc(Cl)c2O)C[C@@H](c2ccc(Cl)cc2)C1`?
FN deposit inh: -10.5; Statin myotox sup: -9.1; PglD DTNB: -6.8; Cneo AK release: -4.0; CFTR F508del cor: -3.2; INS-1E GSIS act: -0.5

What do the screens show for `CN(Cc1ccccc1)C(=O)c1cc(S(=O)(=O)N2CCOCC2)cn1C`?
miR-122 sensor: -1.6; FN deposit inh: 10.9; PGC1a acetyl inh: 0.7; Statin myotox sup: 7.6; PglD DTNB: 2.1; Cneo AK release: 1.2; CFTR F508del cor: 4.1

Results for COC(=O)c1c(NC(=O)c2cccs2)sc2c1CCC(C)C2 (stereo not drawn) ?
miR-122 sensor: -29.7; PGC1a acetyl inh: 2.3; Statin myotox sup: -25.3; PglD DTNB: -5.2; Cneo AK release: -3.3

Results for C[C@H]1CN([C@@H](C)CO)C(=O)c2c(c3ccccc3n2C)-c2ccccc2CO[C@@H]1CN(C)C(=O)CCC(F)(F)F ?
FN deposit inh: -9.3; PGC1a acetyl inh: -0.2; PglD DTNB: 1.3; Cneo AK release: 1.4; CFTR F508del cor: -1.7; INS-1E GSIS act: -4.9

How did O=C(OCC(=O)N1CCN(C(=O)COC(=O)c2ccccc2NCCO)CC1)c1ccccc1NCCO do in these assays?
miR-122 sensor: -7.1; FN deposit inh: 3.3; PGC1a acetyl inh: 5.3; Statin myotox sup: 2.7; PglD DTNB: 3.3; Cneo AK release: -0.4; CFTR F508del cor: 1.7; INS-1E GSIS act: 7.3

Fetched by compound from the list above, 2 records:
How did COc1cc(OC)c(OC)cc1C#N do in these assays?
miR-122 sensor: -1.1; PGC1a acetyl inh: -0.1; Statin myotox sup: 3.7; PglD DTNB: 2.6; Cneo AK release: -0.5; CFTR F508del cor: -5.0; INS-1E GSIS act: -4.3

What do the screens show for `O=C(C[C@@H]1CC[C@H]2[C@@H](COC[C@@H](O)CN2Cc2ccc(Oc3ccccc3)cc2)O1)Nc1nccs1`?
miR-122 sensor: -13.5[16.7 µM]; FN deposit inh: 2.6; PGC1a acetyl inh: -3.0; Statin myotox sup: 100.0*; PglD DTNB: -1.9; Cneo AK release: 2.1; CFTR F508del cor: 2.4; INS-1E GSIS act: -15.2

Further records follow.
How did C/C=C/c1ccc2c(c1)O[C@@H](CN(C)C(C)=O)[C@H](C)CN([C@H](C)CO)S2(=O)=O do in these assays?
miR-122 sensor: 5.8[16.7 µM]; FN deposit inh: -40.1; PGC1a acetyl inh: 8.5; Statin myotox sup: -1.0; PglD DTNB: 3.3; Cneo AK release: 2.4; CFTR F508del cor: -2.3; INS-1E GSIS act: -3.5

How did O=C(CSc1ccccn1)C12CC3CC(CC(C3)C1)C2 do in these assays?
FN deposit inh: 6.8; PGC1a acetyl inh: -16.3; CFTR F508del cor: -0.3; INS-1E GSIS act: -31.0

Results for Cc1cc(CNC(=O)CCc2nnc(CCCCc3ccccc3)o2)nn1C ?
FN deposit inh: -7.6; PGC1a acetyl inh: 1.6; CFTR F508del cor: -5.6; INS-1E GSIS act: 7.5

What do the screens show for `CC(C)(C)NC(=O)CSc1nc(-c2ccccc2)cc(=O)[nH]1`?
miR-122 sensor: -1.5; FN deposit inh: -18.2; PGC1a acetyl inh: 0.2; Statin myotox sup: 2.7; PglD DTNB: -2.8; Cneo AK release: -1.1; CFTR F508del cor: -0.5; INS-1E GSIS act: -2.5

What do the screens show for `N#C[C@H]1[C@@H](c2ccc(-c3ccc(F)cc3)cc2)[C@H](CO)N1C(=O)Cc1ccccc1`?
FN deposit inh: 2.5; PGC1a acetyl inh: -6.1; Statin myotox sup: -24.7; PglD DTNB: -0.3; Cneo AK release: -0.3; CFTR F508del cor: 0.4; INS-1E GSIS act: -9.0

How did C[C@H]1CN([C@@H](C)CO)C(=O)c2cc(C#CCN(C)C)cnc2O[C@H]1CN(C)S(C)(=O)=O do in these assays?
miR-122 sensor: -1.1[16.7 µM]; FN deposit inh: 6.2; PGC1a acetyl inh: 6.7; Statin myotox sup: -1.9; PglD DTNB: 1.0; Cneo AK release: -1.0; CFTR F508del cor: -1.0; INS-1E GSIS act: 11.7

What do the screens show for `Clc1ccc(OCc2cn3cccnc3n2)c2ncccc12`?
miR-122 sensor: -4.0; PGC1a acetyl inh: -1.7; Statin myotox sup: 12.8; PglD DTNB: -1.9; Cneo AK release: -0.9

What do the screens show for `O=C(NC1CCCCC1)NC1C2CC3CC(C2)CC1C3` (stereo not drawn)?
FN deposit inh: -1.6; PglD DTNB: -0.3; Cneo AK release: -0.2; CFTR F508del cor: 1.8; INS-1E GSIS act: -3.1

Results for O=C(O)c1ccccc1C(=O)c1cccs1 ?
miR-122 sensor: -1.3; PGC1a acetyl inh: -7.4; Statin myotox sup: -5.7; PglD DTNB: 0.0; Cneo AK release: -1.1

How did Cc1ccc(S(=O)(=O)NCC(=O)N/N=C/c2ccc(Cl)cc2Cl)cc1 do in these assays?
miR-122 sensor: 1.5; FN deposit inh: 4.6; PGC1a acetyl inh: 3.9; PglD DTNB: -6.4; Cneo AK release: -3.0; CFTR F508del cor: 1.1; INS-1E GSIS act: -16.1

What do the screens show for `CCn1c(C)c(C(C)=O)c(N2CCN(c3ccccn3)CC2)nc1=S`?
miR-122 sensor: -6.4; PGC1a acetyl inh: -4.2; Statin myotox sup: -7.1; PglD DTNB: -3.6; Cneo AK release: -1.0; CFTR F508del cor: -2.6

Results for C[C@@H]1CN([C@@H](C)CO)C(=O)c2cc(C3=CCCCC3)cnc2O[C@H]1CN(C)C(=O)c1cccnc1 ?
PGC1a acetyl inh: 0.2; Statin myotox sup: -3.3; PglD DTNB: 0.4; Cneo AK release: 58.8; CFTR F508del cor: -4.6; INS-1E GSIS act: -4.0

What do the screens show for `CC(C)(C)C1CCc2c(sc(N)c2C(N)=O)C1` (stereo not drawn)?
miR-122 sensor: 4.2; PGC1a acetyl inh: 4.7; PglD DTNB: -9.2; Cneo AK release: -1.5

What do the screens show for `CC1(C)CC(=O)C2=C(C1)NC(=O)CC2c1cccc(F)c1` (stereo not drawn)?
miR-122 sensor: 2.2; PGC1a acetyl inh: -2.4; Statin myotox sup: 15.7; PglD DTNB: 0.3; Cneo AK release: 2.5

Bioassay records from PubChem BioAssay.

No enrichment for hits (roughly 2.1% active in at least one column).
